ABHD5-PLIN5 inh: inhibitors of human ABHD5-perilipin-5 interaction; inhibition, % at 4 µM; AID 602281; Split G. princeps luciferase complementation, luminescence, 4 h; 360,000 compounds, 0.78% hits; Q00G26+Q8WTS1;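 active = inhibition above the mean inhibition across every tested compound plus 3 SD, cut at about 22% in these data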;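 note: 0% = DMSO only wells and the 100% control is not disclosed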
ABCB6 inh MLPCN: blocks the human ABCB6 transporter | K562-ABCB6 porphyrin accumulation, flow cytometry, 1 h; hits give low values | fluorescence ratio to DMSO, % at 10 µM | Q9NP58 | 360,000 compounds, 0.19% hits;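 active = fluorescence ratio to DMSO below 75%, the collection mean minus 3 SD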;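 note: signal is porphyrin accumulated inside mitochondria; 100% equals median channel fluorescence of DMSO control wells; lower ratio means ABCB6 inhibition with less porphyrin fluorescence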
Target sequence (Q9NP58 whole entry, looked up): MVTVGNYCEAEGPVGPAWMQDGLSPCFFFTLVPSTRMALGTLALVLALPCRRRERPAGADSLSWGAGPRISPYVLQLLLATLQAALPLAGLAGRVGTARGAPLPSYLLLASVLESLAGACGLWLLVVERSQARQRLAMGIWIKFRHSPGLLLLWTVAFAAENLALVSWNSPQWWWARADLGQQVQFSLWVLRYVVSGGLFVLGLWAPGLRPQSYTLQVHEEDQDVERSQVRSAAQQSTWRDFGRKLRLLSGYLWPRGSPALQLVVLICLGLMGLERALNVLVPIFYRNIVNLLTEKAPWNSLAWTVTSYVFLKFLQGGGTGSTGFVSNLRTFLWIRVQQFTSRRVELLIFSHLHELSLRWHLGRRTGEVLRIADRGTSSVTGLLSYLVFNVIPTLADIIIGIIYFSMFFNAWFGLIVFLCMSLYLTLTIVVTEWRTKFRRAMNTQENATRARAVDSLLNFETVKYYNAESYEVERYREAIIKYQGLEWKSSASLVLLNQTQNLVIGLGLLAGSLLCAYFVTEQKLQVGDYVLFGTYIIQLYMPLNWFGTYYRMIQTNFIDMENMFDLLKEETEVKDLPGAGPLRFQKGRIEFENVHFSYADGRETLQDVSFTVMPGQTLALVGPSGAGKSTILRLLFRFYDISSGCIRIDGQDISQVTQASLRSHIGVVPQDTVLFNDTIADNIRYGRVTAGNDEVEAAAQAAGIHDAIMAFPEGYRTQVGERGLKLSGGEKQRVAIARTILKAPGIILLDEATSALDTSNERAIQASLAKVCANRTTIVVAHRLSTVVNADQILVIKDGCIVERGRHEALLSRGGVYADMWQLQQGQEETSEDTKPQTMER
CaV13 FRET inh: Primary screen for inhibitors of IQ motif and Ca2+-dependent inactivation inhibitor domain binding in CACNA1D, Förster resonance energy transfer in living cells, …; HEK cells, CFP/YFP FRET ICDI-IQ, plate reader, 10 min; percent FRET-ratio fall versus neutral wells; inhibition, % at 12.3 µM; 340,000 compounds, 0.098% hits; AID 743397;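 active = mean replicate inhibition of at least 30% and at least 1% of replicates passing that level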;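 note: 0% = median of the neutral control wells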
Granule exo inh: lytic granule exocytosis inhibition. inhibition, % at 10 µM. 360,000 compounds, 0.66% hits. TALL-104 LAMP-1 surface exposure, flow cytometry; cells stimulated with thapsigargin and PMA;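 active = inhibition above about 55%, limit read from the data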
N-glyco inh: N-linked glycosylation inhibition; D54 ERlucT glycosylation luciferase reporter, 24 h; percent of 100 nM tunicamycin response; reporter increase, % at 12.5 µM; 360,000 compounds, 0.23% hits;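 active = mean luciferase reporter signal, scaled so untreated is 0 and the glycosylation-blocking control 100, at or above a set limit in every replicate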;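 note: luciferase carries N-glycosylation sites so blocking glycosylation raises the light; 0% = median of neutral control wells and 100% = median of 100 nM tunicamycin wells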
PDI turbidity: PDI (human) enzyme inhibition; P07237; PDI insulin aggregation turbidity, A650, 90 min; inhibition, % at 10 µM; 350,000 compounds, 0.052% hits; AID 588391;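 active = mean inhibition across replicates of 30% or more, whatever share of single replicates reach that level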;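 note: absorbance from insulin aggregation driven by PDI reduction with DTT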
Cardio protect: modulators protecting cardiomyocytes from myocardial damage. 360,000 compounds, 0.63% hits. protection from H2O2 cell death, % at 20 µM. H9c2 cardiomyocytes, H2O2 injury protection, ATPLite, 2 h. AID 588492;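 active = compounds giving at least 50% protection of heart cells from peroxide-induced death in the single-dose screen, raw or plate-pattern-corrected value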;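 note: 0% = DMSO wells with peroxide and 100% = DMSO wells without peroxide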
MC4R ag barr: activates human MC4R beta-arrestin recruitment | U2OS MC4R beta-arrestin complementation, luminescence; percent of melanotan II response, DMSO zero | activation, % at 8.9 µM | 360,000 compounds, 0.98% hits | AID 540308;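 active = activation above a per-plate cutoff, the mean activation of sample wells on that plate plus 3 SD, cut at about 8% in these data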
HTR2A ag: activates the mouse 5-HT2A serotonin receptor. P35363. CHO-K1 mHTR2A beta-arrestin complementation, luminescence; percent of 30 µM serotonin response. activation, % at 7.6 µM. 360,000 compounds, 0.66% hits;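 active = activation above a run cutoff, the mean activation of all tested compounds plus 3 SD, cut at about 14% in these data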;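 note: 0% = plate median of compound wells and 100% = 30 µM serotonin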
MC4R antagonist: blocks human MC4R cAMP signaling; P32245; MC4R-expressing cells, MTII-stimulated cAMP, LANCE TR-FRET; inhibition, % at 6.5 µM; 360,000 compounds, 0.48% hits;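 active = inhibition above its plate's cutoff, the mean of tested wells on that plate plus 3 SD, cut at about 29% in these data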;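 note: 0% = Melanotan II alone and 100% = Melanotan II plus saturating MCL0020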
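Material: human MC4R-expressing U2OS cells. Probe or stimulus: Melanotan II challenge. Dosing: 6.5 µM single dose. Times: 30-min compound, 1-h challenge, 1-h detection, room temperature. Technique: TR-FRET with Eu-cAMP and labeled anti-cAMP, 671 nm. Replication: singlicate.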
The depositor's hits bear a star; / = no result given.

SMILES | ABHD5-PLIN5 inh | ABCB6 inh MLPCN | CaV13 FRET inh | Granule exo inh | N-glyco inh | PDI turbidity | Cardio protect | MC4R ag barr | HTR2A ag | MC4R antagonist
O=C(Nc1cccc(-c2cccc(F)c2)c1)C1CCN(CC2CCOC2)CC1 (centres undefined) | 17 | 104 | -5 | 4 | -3 | 3 | 3 | 1.5 | -3 | -3
COc1cccc(NC(=O)CN(C)C(=O)/C=C/c2ccc(S(=O)(=O)N3CCCCCC3)cc2)c1 | -5 | 99 | -9 | -3 | -5 | -10 | -5 | -0.7 | 1 | 6
Cc1ccc(C(=O)N/N=C/C2=Cc3ccccc3OC2C)cc1 (centres undefined) | 2 | 97 | -4 | 6 | -3 | 4 | -24 | 3.8 | -2 | -5
N#Cc1ccccc1N1CCN(C(=O)c2ccc(NC(=O)c3ccc(Br)o3)cc2)CC1 | 0 | 100 | / | 0 | -1 | -4 | 9 | 1.4 | -1 | 7
C(=N\N(c1ccccc1)c1ccccc1)/c1ccccn1 | -1 | 99 | -3 | 11 | 0 | -1 | -4 | 1.8 | 5 | -7
COc1ccccc1N(CC(O)COc1ccccc1)S(=O)(=O)c1ccccc1 (centres undefined) | 4 | 94 | -4 | 5 | 0 | 3 | -6 | -2.6 | -7 | 12
O=C(COc1ccc(F)cc1)Nc1nnc(S(=O)(=O)N2CCCC2)s1 | -7 | 98 | -7 | -2 | 0 | -10 | -22 | 0.1 | 2 | 5
O=Cc1c(Nc2cccc(C(F)(F)F)c2)nc2ccccn2c1=O | -4 | 97 | -5 | -13 | -3 | 3 | -11 | -0.6 | 6 | 5
CCOC(=O)CNC(=O)CSc1nc(NCc2ccccc2)nc(N(C)C)n1 | 11 | 80 | 0 | -2 | -1 | 2 | -4 | -2.2 | -4 | 8
COc1ccc(C)cc1NC(=O)CO/N=C(\N)CC(=O)NC1CCCCC1 | 2 | 95 | -6 | -2 | 1 | 1 | -2 | 1.7 | -3 | -3
Cc1ccc(/C=N/NC(=O)CCCOc2ccc(Cl)cc2Cl)cc1 | -10 | 96 | -4 | -4 | 11 | 9 | 0 | 4.5 | -4 | -5
Cc1ccc(NS(=O)(=O)c2cc(C(=O)N3CCN(C)CC3)ccc2C)cc1 | 2 | / | / | -1 | -1 | 7 | 6 | -0.4 | -4 | 5
CC(C)NC(=O)c1ccc(COc2cc(Cl)ccc2Cl)o1 | 5 | 100 | -20 | -5 | -1 | -12 | -3 | -1.1 | -3 | 5
COc1ccc(NC(=O)N(C)C[C@H]2Oc3ccc(NC(=O)Nc4c(C)noc4C)cc3C(=O)N([C@H](C)CO)C[C@H]2C)cc1 | -15 | 99 | -11 | 9 | 2 | 1 | -5 | 3.2 | -3 | 8
Cc1ccc(C(=O)Nc2ccc(NC(=O)c3cccs3)cc2)cc1[N+](=O)[O-] | -2 | 98 | -4 | 6 | -4 | -4 | 2 | -0.3 | -1 | 0
Cc1ccc(OCC(=O)Nc2ccc(-c3nnc(-c4ccco4)o3)cc2)cc1 | -1 | 92 | / | -2 | 4 | 12 | -3 | 5.2 | 7 | -10
O=C1CCCN1c1ccc(S(=O)(=O)N2CCN(c3ccccn3)CC2)cc1 | -1 | 95 | -4 | -4 | 0 | -16 | -4 | 3.0 | 0 | 1
O=C(Cn1nc(-c2ccc(F)cc2)ccc1=O)Nc1ccc(C(=O)NC2CC2)cc1 | 4 | 107 | -6 | -2 | -1 | 3 | 2 | 0.3 | 1 | 8
CC(=O)Nc1cccc(-c2ccnc3c2CC(C(=O)Nc2ccc(C(C)C)cc2)O3)c1 (centres undefined) | -5 | 98 | -5 | 2 | 1 | 12 | 2 | -0.7 | 2 | 6
CN(C)C(CNC(=O)c1ccc(C(=O)c2ccccc2)cc1)c1ccccc1 (centres undefined) | 2 | 97 | -2 | 6 | -7 | 7 | 4 | -0.6 | -15 | -3

(continued)
SMILES | ABHD5-PLIN5 inh | ABCB6 inh MLPCN | CaV13 FRET inh | Granule exo inh | N-glyco inh | PDI turbidity | Cardio protect | MC4R ag barr | HTR2A ag | MC4R antagonist
Cc1ccc(S(=O)(=O)N2CCN(CCNC(=O)C(=O)NCc3ccccc3)CC2)cc1 | 0 | 101 | -4 | -9 | -1 | -38 | -2 | -1.0 | 5 | -1
O=C(NCCCn1ccnc1)c1nn2c(C(F)(F)F)cc(-c3ccc(Br)cc3)nc2c1Cl | 6 | 87 | -4 | 46 | 1 | 0 | 28 | -1.2 | -2 | 3
O=C(Nc1nnc(CSCc2ccc(F)cc2)s1)c1ccc([N+](=O)[O-])cc1 | -4 | 96 | -10 | 4 | -1 | -7 | -8 | -0.2 | -1 | 5
CCCCc1c(O)nc(SCC(=O)N2CCCCC2)[nH]c1=O | 2 | 99 | -5 | 0 | 0 | 3 | 8 | 1.1 | -2 | 6
O=C(Cc1sc(-c2ccccc2Cl)nc1-c1ccccc1)Nc1ccc(F)cc1 | -3 | 96 | / | 2 | -3 | 0 | 2 | -1.8 | 14 | 2
O=C(/C=C/c1cccs1)NNC(=O)c1cccc([N+](=O)[O-])c1 | -4 | 108 | -9 | -1 | 0 | 2 | -3 | 0.5 | -1 | 1
Clc1ccc(N=C2SCC3CCCCN23)cc1 (centres undefined) | -4 | 87 | -4 | 7 | -2 | -1 | -2 | 0.4 | -3 | 3
COc1ccccc1N1CCN(C(=O)c2cccc(S(=O)(=O)NCc3cccnc3)c2)CC1 | -6 | 92 | -2 | 1 | 2 | -17 | -4 | -0.9 | 0 | -1
CCO[C@@H]1OC(C(=O)NCc2nc3ccccc3[nH]2)=C[C@H](C)[C@H]1CCCO | -4 | 102 | -6 | -5 | 2 | 1 | 8 | -2.6 | 3 | 4
CC#CC#Cc1cccc(=O)o1 | 4 | 100 | -3 | -4 | 36* | 3 | -1 | -2.6 | -4 | 3
O=C(/C=C/c1ccc2c(c1)OCO2)Nc1nc(-c2ccccc2)cs1 | -9 | 94 | / | 16 | 0 | 0 | -1 | 4.4 | -2 | 4
CCOC(=O)N1CCN(C(=O)c2ccc(Cn3c(=S)[nH]c4ccc(Br)cc4c3=O)cc2)CC1 | 1 | 95 | -7 | 19 | -2 | 8 | -10 | 2.1 | 3 | 3
O=C(Nc1ccccc1C(=O)Nc1ccccn1)c1cccc([N+](=O)[O-])c1 | 4 | 93 | -5 | -1 | 1 | 12 | 16 | 0.0 | 3 | 1
COc1ccc(-n2sc3ccc(F)cc3c2=O)cc1 | 86* | 94 | -10 | -4 | -13 | -4 | -31 | -4.3 | 12 | 9
CCOC(=O)CSC1=C(C#N)C(c2sccc2C)C(C(C)=O)=C(C)N1 (centres undefined) | -6 | 93 | -8 | 0 | 4 | 12 | 0 | 1.3 | -4 | 6
CCc1c(C)nc(N2CCOCC2)[nH]c1=O | 2 | 99 | -8 | -2 | 2 | -13 | 4 | -1.4 | 4 | 4
CC(=O)NC(=S)Nc1cccc2ccc(C)nc12 | -3 | 98 | -4 | -3 | 3 | -45 | 6 | -0.7 | 0 | -4
Cc1ncoc1C(=O)N1CCc2c([nH]c3ccccc23)C1C(C)(C)C (centres undefined) | 7 | 100 | -4 | 2 | 0 | -3 | 3 | -3.9 | 6 | 3
Cn1c(N)c(N2CCCCC2)c(=O)n(CC(=O)Nc2ccc(Cl)c(Cl)c2)c1=O | 13 | 111 | / | -1 | -3 | 5 | 7 | 2.8 | 1 | -4
O=C(NCC1CCCO1)NC12CC3CC(CC(C3)C1)C2 (centres undefined) | 3 | 88 | -8 | 4 | -1 | -5 | 7 | -1.8 | 5 | 4

The list goes on.
SMILES | ABHD5-PLIN5 inh | ABCB6 inh MLPCN | CaV13 FRET inh | Granule exo inh | N-glyco inh | PDI turbidity | Cardio protect | MC4R ag barr | HTR2A ag | MC4R antagonist
c1ccc(-c2nnc(-c3ccccc3)nn2)cc1 | -9 | 105 | -4 | 2 | -12 | -6 | -10 | 1.8 | 0 | 11
Cc1ccc(/C=C2\SC(=S)N(CCC(=O)N3CCCCC3)C2=O)cc1 | 11 | 100 | -2 | 27 | 18 | 1 | -4 | -0.2 | -5 | 9
COc1cc2c(cc1OC)CN(C1CCC(C)CC1)CC2 (centres undefined) | -20 | 96 | 11 | 1 | 0 | -1 | 2 | -0.3 | 3 | 17
O=C1NNC(c2ccccc2)=N/C1=C\c1ccc(Cl)cc1 | -11 | 92 | -15 | 5 | 2 | -2 | -7 | -0.3 | -5 | -3
CCCCn1c(=O)[nH]c(=O)c2c1nc(-c1ccccc1F)n2Cc1ccccc1OC | -9 | 93 | 6 | 11 | -3 | 2 | 4 | -3.1 | -2 | 10
COc1cc2ncnc(NCc3cccc(F)c3F)c2cc1OC | 7 | 100 | -5 | 13 | -1 | 1 | -8 | 0.3 | -11 | 26
CN(C)c1ccnc(-n2cccc2/C=N/OCc2ccccc2)c1C#N | -2 | 93 | -2 | -2 | -2 | -1 | 8 | -1.7 | 4 | 1
CCOC(=O)c1c(NC(=O)CSc2nnc(CNc3ccc(C)cc3C)o2)sc(C)c1C | 0 | 116 | / | 7 | 0 | 8 | 2 | 3.6 | 3 | 11
COc1ccc(N(CC(=O)NC2CCCCC2)C(=O)CCCC(=O)Nc2ccccn2)cc1 | 6 | 97 | -3 | 8 | -2 | -27 | -3 | -1.5 | 0 | -2
CCN(CC)c1ccc(-c2nn3c(-c4cccnc4)nnc3s2)cc1 | -2 | 91 | -5 | 1 | 19 | 5 | 39 | 1.0 | 1 | -8
O=C(Nc1ccc(Cl)cc1)c1ccc(S(=O)(=O)N2CCOCC2)cc1 | -15 | 95 | -4 | -5 | -2 | -3 | -5 | 0.8 | -1 | 19
O=C(COC(=O)c1ccccc1SCC(=O)N1CCCC1)Nc1ccccc1 | 2 | 94 | -2 | -2 | 1 | 5 | 4 | -3.5 | 3 | 0
O=C(CCc1nnc(-c2ccc3c(c2)OCO3)o1)NC(c1ccccn1)C(F)(F)F (centres undefined) | -2 | 92 | -2 | 1 | 0 | -12 | -8 | 3.6 | 5 | -1

Random excerpt: five records from the list.
SMILES | ABHD5-PLIN5 inh | ABCB6 inh MLPCN | CaV13 FRET inh | Granule exo inh | N-glyco inh | PDI turbidity | Cardio protect | MC4R ag barr | HTR2A ag | MC4R antagonist
CCO[C@@H]1OC(C(=O)NCc2nc3ccccc3[nH]2)=C[C@H](C)[C@H]1CCCO | -4 | 102 | -6 | -5 | 2 | 1 | 8 | -2.6 | 3 | 4
CCc1c(C)nc(N2CCOCC2)[nH]c1=O | 2 | 99 | -8 | -2 | 2 | -13 | 4 | -1.4 | 4 | 4
O=C1NNC(c2ccccc2)=N/C1=C\c1ccc(Cl)cc1 | -11 | 92 | -15 | 5 | 2 | -2 | -7 | -0.3 | -5 | -3
COc1cccc(NC(=O)CN(C)C(=O)/C=C/c2ccc(S(=O)(=O)N3CCCCCC3)cc2)c1 | -5 | 99 | -9 | -3 | -5 | -10 | -5 | -0.7 | 1 | 6
Cc1ccc(OCC(=O)Nc2ccc(-c3nnc(-c4ccco4)o3)cc2)cc1 | -1 | 92 | / | -2 | 4 | 12 | -3 | 5.2 | 7 | -10

Assay outcomes: PubChem BioAssay, several laboratories
